Assay outcomes from PubChem BioAssay.
SNCA viab count: GF-AFC viability counterscreen for inhibitors of alpha-synuclein gene (SNCA) expression; Potency, µM (series often up to 57.1 µM), for inactives: at the top dose activity change, negative = cytotoxicity, most hits filed as cytotoxic; AID 1671193, 2021; HEK-293-SNCA-luc viability, GF-AFC fluorescence, 24 h; hit rate 0.12% among 150,000;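 also: potency is read from the fitted curve at half-maximal effect; 0% = DMSO-treated cells and -100% = medium-only wells without cells; nearly all actives have a fitted effect of over 30% in size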
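HEK-293-SNCA-luc cells (1500/well) plated 24 h, then exposed 24 h to a dilution series; GF-AFC added 30 min at 37C, fluorescence 405/540 nm; normalised to medium-only and DMSO wells, Hill fit.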
SNCA expr inh: Primary qHTS assay for inhibitors of alpha-synuclein gene (SNCA) expression; HEK-293 SNCA-luciferase knock-in, luminescence, 24 h; Potency, µM (top dose mostly 57.2 µM), without a hit: at the highest dose activity change, negative = inhibition, hits mostly inhibitors; hit rate 0.17% among 140,000; AID 1671194, 2021;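 also: potency is read from the fitted curve at half-maximal effect; plate controls were DMSO cells for no effect and cell-free wells for full effect; nearly all actives have a fitted effect of over 45% in size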
NIH3T3 tox: Cytotoxic Profiling in NIH 3T3 Cell Line of Diverse Libraries Using Quantitative High-Throughput Screening; Potency, µM (top dose mostly 96.7 µM), without a hit: at the top dose activity change, negative = cytotoxicity, actives largely listed as inhibitors; hit rate 4.3% among 94,000; AID 1345082, 2018; NIH 3T3 viability, CellTiter-Glo ATP luminescence, 48-72 h; also: potency is read from the fitted curve at half-maximal effect; nearly all actives have a fitted effect of over 55% in size
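Viability of NIH 3T3 cells after 48 or 72 hr compound treatment at 37 °C was assessed by CellTiter-Glo, with luminescence imaged following a 10 min room-temperature step.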
Luciferase inh: Firefly luciferase inhibition profiling of diverse chemical library using quantitative high-throughput screening. purified P. pyralis luciferase, luminescence, biochemical. Potency, µM (doses to about 115 µM), inactives show top-dose activity change, negative = inhibition, hits mostly inhibitors. AID 1347043, 2019. hit rate 2.5% among 76,000; also: potency is read from the fitted curve at half-maximal effect; nearly all actives have a fitted effect of over 65% in size
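Luminescence read by CCD imager after adding enzyme (10nM final) to wells holding compound, titrated in qHTS. Substrates 10uM each D-luciferin and ATP; buffer 50mM Tris acetate pH 7.5, 10mM Mg acetate, Tween-20, BSA.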
IP6K1 inhibitor: Primary qHTS assay for small molecule inhibitors of Inositol hexaphosphate kinase 1 (IP6K1); hit rate 0.81% among 140,000; AID 1645851, 2021; Inositol hexakisphosphate kinase 1 (Homo sapiens), Q92551; IP6K1 kinase, ADP-Glo luminescence, 2 h; active compounds read low; activity change, % (series mostly up to about 58 µM); in the data active = activity change below about -25%
Target sequence (Q92551 whole entry, looked up): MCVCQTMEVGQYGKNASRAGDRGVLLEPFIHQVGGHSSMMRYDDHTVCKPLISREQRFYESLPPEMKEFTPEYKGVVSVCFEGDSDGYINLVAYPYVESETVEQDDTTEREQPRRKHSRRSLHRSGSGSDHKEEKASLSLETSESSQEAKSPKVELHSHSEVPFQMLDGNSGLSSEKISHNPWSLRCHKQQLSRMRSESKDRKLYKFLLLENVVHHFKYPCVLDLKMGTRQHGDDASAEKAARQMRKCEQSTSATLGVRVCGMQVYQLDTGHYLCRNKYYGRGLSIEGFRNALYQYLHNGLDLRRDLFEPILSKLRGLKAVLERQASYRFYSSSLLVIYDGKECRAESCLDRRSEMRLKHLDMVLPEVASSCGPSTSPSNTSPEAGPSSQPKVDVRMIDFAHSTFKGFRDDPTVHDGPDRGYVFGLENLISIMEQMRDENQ
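ADP-Glo luminescence measures ADP made by human IP6K1 during a 2 h RT reaction with ATP/IP6 (mix at 1.3 mM/130 uM); top library doses 57.5 and 19.1 uM final.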
HEK cytotox: Cytotoxic Profiling in HEK 293 Cell Line of Diverse Libraries Using Quantitative High-Throughput Screening; Potency, µM (top dose mostly 115 µM), without a hit: top-dose activity change, negative = cytotoxicity, usual class: inhibitors; HEK 293 viability, ATP luminescence (CellTiter-Glo), 48-72 h; AID 1345083, 2018; hit rate 6.6% among 94,000; also: potency is read from the fitted curve at half-maximal effect; nearly all actives have a fitted effect of over 60% in size
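HEK 293 cells seeded at 250 cells/well were exposed to compound for 48 or 72 hr at 37 degree Celsius. Viability taken as ATP content by CellTiter-Glo luminescence.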
GPT2 inh: Primary qHTS assay for inhibitors of Glutamate pyruvate transaminase 2 (GPT2); Alanine aminotransferase 2 (Homo sapiens), Q8TD30; AID 1671188, 2021; hit rate 0.25% among 100,000; Potency, µM (highest dose often 57.7 µM), for inactives: top-dose activity change, negative = inhibition, usual class: inhibitors; Recombinant GPT2, coupled pyruvate oxidase/HRP Amplex Red fluorescence; also: potency is read from the fitted curve at half-maximal effect; nearly all actives have a fitted effect of over 60% in size; many of its hits are not listed in these tables
Target sequence (Q8TD30 whole entry, looked up): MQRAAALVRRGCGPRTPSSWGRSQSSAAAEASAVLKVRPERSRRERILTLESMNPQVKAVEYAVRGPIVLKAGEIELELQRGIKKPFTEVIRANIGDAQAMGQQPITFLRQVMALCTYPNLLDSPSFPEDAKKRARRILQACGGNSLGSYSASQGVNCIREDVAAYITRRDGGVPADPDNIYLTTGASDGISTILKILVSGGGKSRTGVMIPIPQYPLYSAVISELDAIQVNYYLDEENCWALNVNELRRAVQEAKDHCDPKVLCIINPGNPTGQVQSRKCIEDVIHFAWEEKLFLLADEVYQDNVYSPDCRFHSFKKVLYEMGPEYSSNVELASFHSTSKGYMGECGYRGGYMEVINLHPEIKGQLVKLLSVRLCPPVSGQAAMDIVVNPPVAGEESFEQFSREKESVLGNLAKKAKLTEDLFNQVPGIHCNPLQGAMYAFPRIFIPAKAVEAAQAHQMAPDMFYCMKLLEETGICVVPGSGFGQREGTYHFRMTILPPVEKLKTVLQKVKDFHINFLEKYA
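Fluorescence read-out: pyruvate from GPT2 turnover coupled to pyruvate oxidase, HRP and Amplex Red (0.2mM ThPP, 0.2U/mL PO and HRP, 50uM Amplex final). Substrates 250uM a-KG, 2mM L-alanine; enzyme 10ng/uL; 30 min RT.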
* = called active by the depositor; i = inactive; ? = inconclusive; . = no result given; & = joins results of further samples; [ ] = remark or other dose. Unless noted, calls follow the shape of the dose curve; as a rule, active = well fitted curve in the direction sought with a large enough effect; inconclusive = small, poorly fitted or top-dose-only effect, or another doubt; inactive = no such curve, though single readings can be large; an effect the other way counts as inactive or inconclusive. Unless noted, % is scaled to controls: 0 for no effect and ±100 for the full control effect.

structure,SNCA viab count,SNCA expr inh,NIH3T3 tox,Luciferase inh,IP6K1 inhibitor,HEK cytotox,GPT2 inh
Cc1ccc(Nc2cc(C)nc3nc(Cc4ccc(Cl)cc4)nn23)cc1,-2%,?,.,.,-3,.,.
COC[C@@H]1CN(C(=O)Cc2ccccc2Cl)C[C@H]1c1ccncc1,-4%,5%,-35%,-12%,-10,-20%,i
Cc1cn2nnc(C(=O)N3CCC(C(=O)Nc4ccc(C)c(Cl)c4)CC3)c2c(=O)[nH]1,-1%,3%,-6%,-12%,10,12%,3%
O=c1oc2ccccc2cc1-c1nc(-c2cccc(Cl)c2)cs1,3%,-5%,.,.,5,.,.
CCC(=O)N1CCN(c2nc3c(s2)CC(C(=O)O)CC3)CC1 (configuration not stated),2%,141%[activator],?,13µM*,6,-4%,i
COc1cccc(CNC(=O)CN2C(=O)C(c3ccccc3)=NC2(C)C)c1OC,-4%[12.5 µM],19%,i,1%,4,1%,i
O=c1cc(-c2ccccc2)n2c(SCc3ccc(Br)cc3)nnc2[nH]1,-4%,1%,.,.,-13,.,.
Cn1nccc1C(O)c1cc2n(n1)CCN(S(=O)(=O)c1ccccc1)C2 (configuration not stated),-4%,-19%,?,-2%,-18,-14%,i
Cc1ccc(-c2ccc3nnc(CNC(=O)Cc4ccc(Cl)cc4)n3n2)cc1,-21%,?,-7%,4%,-16,-1%,3%
Cc1ncc(CN2CCC(N3CCC(C(=O)NCc4ccccn4)CC3)CC2)s1,4%,18%,-7%,-2%,12,0%,-8%
O=C(c1cccc(OC2CN(CC3CC=CCC3)C2)c1)N1CCCC1 (configuration not stated),?,-10%,?,0%,-11,?,?
COc1ccc(C(=O)Nc2cccc(OCc3cc(=O)n4c5c(sc4n3)CCCC5)c2)cc1OC,-5%,14%,.,.,-14,.,.
CCOc1cc(CNc2ccc(O)cc2)ccc1OCc1ccc(Cl)cc1,-26%,-2%,.,.,-17,.,.
Cc1ccc([S+](=O)([O-])N2CCCC(N3C(=O)c4c(c(C)nn4-c4ccccc4)C3C(C)C)C2)cc1 (configuration not stated),.,.,-18%,.,11,i,.
O=C1CCN(C(=O)c2cccs2)CCCCCCN1,-16%,-24%,-2%,3%,-15,i,i
Cc1cccc(OCc2ccc(-c3nc(C#N)c(NCc4cccnc4)o3)o2)c1,-3%,-7%,.,.,-2,.,.
CCCCOc1ccc(C(=O)NCc2cn3cccc(C)c3n2)cc1,6%,-9%,.,.,9,.,.
O=C(Nc1ccc(Cl)cc1)C1=NO[C@@H]2CN(c3ccccn3)C[C@H]12,-7%[87.6 µM],-3%[87.6 µM],-20%[138 µM],2%[172 µM],-13,?,-11%[88.5 µM]
O=C1NCC2(CCCN(C(=O)CCc3nc4ccccc4[nH]c3=O)C2)O1 (configuration not stated),1%,6%,1%,15%,10,-24%,-1%
O=C(c1cc(C2CC2)nc2onc(C3CCCN3)c12)N1CCCCC1 (configuration not stated),9%,2%,?,.,1,i,i
O=C1Nc2ccccc2CC12CCCN2C1COC1 (configuration not stated),4%[87.6 µM],-11%[87.6 µM],-6%[138 µM],.,2,2%[172 µM],1%[88.5 µM]
Cn1cc(S(=O)(=O)N2CCCCCC2)cc1C(=O)N1CCN(c2ccccc2F)CC1,4%,-25%,.,.,2,.,.
COCC(=O)NC1CCCN(Cc2ccc(-c3cc(C)cc(C)c3)cc2)C1 (configuration not stated),?,-13%,?,.,-4,?,i
O=C(NCCc1ccc(F)cc1)C(=O)NCC(c1cccs1)S(=O)(=O)c1ccc(F)cc1 (configuration not stated),-10%,-29%,.,.,-3,.,.
CCOc1cc(CNc2ccc(C(=O)O)cc2)ccc1OCc1ccccc1,-18%,-8%,.,.,-6,.,.

More entries follow.
structure,SNCA viab count,SNCA expr inh,NIH3T3 tox,Luciferase inh,IP6K1 inhibitor,HEK cytotox,GPT2 inh
O=C(Nc1ccc2c(N3CCCC3)ncnc2c1)c1cc(F)ccc1Cl,-22%,10%,?,-11%,4,?,i
CCCNC(=O)N1CCOC[C@H](Oc2cccnc2)C1,4%[87.6 µM],0%[87.6 µM],i,6%[230 µM],-6,3%[230 µM],i
COc1ccccc1NC(=O)CCn1c(=O)oc2cc(Cl)ccc21,10%,63%[activator],.,.,-1,.,.
COc1cccc(CNC(=O)C(C)n2ccc3cc(S(=O)(=O)N4CCCCCC4)ccc32)c1 (configuration not stated),-12%,?,.,.,-6,.,.
CC(C)COc1cc(=O)n2c(c1C(=O)NCCCN1CCCCC1)CCCCC2,-3%,31%[activator],2%,-6%,17,2%,i
O=C(c1ccc2c(c1)OCO2)N1CCn2c(nn(-c3ccc(C(F)(F)F)cc3)c2=O)C1,5%,-22%,?,.,-8,?,i
COc1cc(O)c2c(c1)C(=O)c1cc(C)cc(O)c1C2=O,-20%[23.9 µM],?,.,.,.,.,4%[27.3 µM]
Cc1ccc(C2C=C(c3ccccc3)Nc3nc(NS(=O)(=O)c4ccccc4)nn32)cc1 (configuration not stated),?,15%,.,.,23,.,.
COCC(=O)N1CCn2c(nn(-c3ccc(F)cc3)c2=O)C1,-18%[87.6 µM],-11%[87.6 µM],?,-10%[172 µM],-8,?,i
O=C(NCCS(=O)(=O)N1CCN(c2ccccc2F)CC1)C(c1ccccc1)c1ccccc1,4%,-2%,.,.,0,.,.
COc1cc(C)c(C=CC(C)=CC=CC(C)=CC(=O)O)c(C)c1C,?,-29%,.,.,.,.,i
Cn1cccc1C(=O)N1CC(F)(F)C[C@H]1c1nnc(C2CC2)o1,-2%,31%[activator],3%,-13%,1,i,0%
O=C(Nc1ccc(-c2nc3cc(NC(=O)c4ccccc4F)ccc3o2)cc1)c1ccccc1F,12%,63%[activator],.,.,-1,.,.
COCCN(C)C[C@@H]1CN(C(=O)c2cccc3c(C)c(C)[nH]c23)C[C@@H]1CO,-3%,9%,3%,8%,7,-29%,i
Cc1cc(C)n(-c2ccc(F)cc2CN2CCC3(CC2)COC(=O)O3)n1,5%,1%,-3%,-5%,-9,-1%,i
Cc1ccc(C(=O)NCc2ccc(F)cc2)cc1NC(=O)c1nsc2ccccc12,?,24%,.,.,8,.,.
O=C(C1CC1)N1CCCCCCn2c(nnc2-c2ccc(F)cc2)CC1,-12%,6%,-16%,-3%,1,-15%,1%
COc1ccc(CCNC(=O)Cn2ccn3nc(-c4ccc(F)cc4)c(CO)c3c2=O)cc1OC,3%,42%[activator],-17%,-1%,15,?,i
CC(=O)c1cc(-c2ccccc2)n(CCC(=O)NC2CCCCC2)c1C,7%,7%,.,.,7,.,.
O=C(NCc1ccccc1)c1ccccc1OC1CN(Cc2ccc(O)c(F)c2)C1,-8%,5%,?,5%,-9,?,3%
CCOC(=O)c1ccccc1NC(=O)COc1cc(=O)n(CC)c2ccccc12,-3%,-3%,.,.,2,.,.
CC(C)N1C(=O)C2(CCCC2)C1C(=O)Nc1ccncc1 (configuration not stated),?,7%,-5%,-7%,-4,3%,?
Cc1ccc(CNC(=O)CSc2ccc(-c3sc(-c4ccccc4)nc3C)nn2)cc1,12%,-4%,.,.,0,.,.
COc1ccc(C(=O)NC2CCCN(c3cc(-c4ccccc4)[nH]n3)C2)cc1OC (configuration not stated),3%,28%,-29%,28µM*,22,?,-8%
O=C1CCN(S(=O)(=O)c2ccccc2)CCCC(C(=O)NCc2cc(F)cc(F)c2)CCN1 (configuration not stated),4%,-13%,-15%,0%,-2,-18%,i

(next part)
structure,SNCA viab count,SNCA expr inh,NIH3T3 tox,Luciferase inh,IP6K1 inhibitor,HEK cytotox,GPT2 inh
CSCCC(=O)N1CCC2(CC1)CC(c1ccccc1)C(=O)N2C (configuration not stated),3%,5%,-28%,0%,-3,-21%,-1%
CN1c2cc(C(=O)N3CCN(C4CCCCC4)CC3)ccc2C(=O)N2CCCCC21 (configuration not stated),19%[12.5 µM],-1%,-3%,-11%,-10,-8%,i
CC1CCc2c(sc3nc(-c4cc5ccccc5oc4=O)nc(Cl)c23)C1 (configuration not stated),10%,-15%,.,.,-14,.,.
O=C(NCc1cccc(Cl)c1)c1ccc2nnc(Cc3ccco3)n2c1,-3%&0%,-6%&-16%,?,.,-13&8,-13%,4%
CN1CC(C(=O)NC2Cc3ccccc3C2)NC1=O (configuration not stated),9%[12.5 µM],-9%[87.6 µM],-5%[138 µM],.,-10,-22%[172 µM],3%[88.5 µM]
CNC(=O)c1cc(C)nc2onc(C3CCN(C(=O)C(C)(C)C)C3)c12 (configuration not stated),.,.,-12%,.,-8,-5%,.
CC(C)NC(=O)N1CCCC(c2nc(C(C)C)no2)CCNC(=O)CC1 (configuration not stated),2%,-22%,4%,4%,10,i,i
CCOC(=O)c1c(C)[nH]c(C)c1S(=O)(=O)N1CCC(C(=O)NCc2cccc(OC)c2)CC1,-1%,35%[activator],.,.,9,.,.
Cc1nc2cc(C(=O)N3CC[C@@](C)(O)[C@@H](O)C3)ccc2s1,0%,4%,i,-2%,0,i,?
COc1ccccc1-c1nc(C(=O)NCCc2ccc(Cl)cc2)n2ccncc12,8%,-12%,28µM*,.,-10,?,4%
CCOC(=O)N[C@H]1[C@H](OC(=O)Nc2ccccc2)[C@@H]2O[C@H]1c1ccccc12,2%[23.9 µM],4%[25.6 µM],?,.,-7,?,-4%[27.3 µM]

Four records drawn at random from those above:
structure,SNCA viab count,SNCA expr inh,NIH3T3 tox,Luciferase inh,IP6K1 inhibitor,HEK cytotox,GPT2 inh
O=C(c1ccc2c(c1)OCO2)N1CCn2c(nn(-c3ccc(C(F)(F)F)cc3)c2=O)C1,5%,-22%,?,.,-8,?,i
COc1cc(C)c(C=CC(C)=CC=CC(C)=CC(=O)O)c(C)c1C,?,-29%,.,.,.,.,i
CC(C)COc1cc(=O)n2c(c1C(=O)NCCCN1CCCCC1)CCCCC2,-3%,31%[activator],2%,-6%,17,2%,i
COc1ccccc1NC(=O)CCn1c(=O)oc2cc(Cl)ccc21,10%,63%[activator],.,.,-1,.,.
